Assay outcomes as filed in PubChem.
F508del corr = F508del CFTR correction, initial screen, CFBE line, single point; CFBE cells, YFP halide quenching; stimulated with forskolin plus potentiator P3; % fluorescence drop versus neutral controls; activity (quench increase), % at 7.58 µM; hit rate 0.36% among 350,000;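 active means mean added fluorescence quench of at least 8% versus neutral control, with both replicates also reaching 8%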;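 further: cells transiently co-express mutant CFTR-F508del with the halide-sensitive YFP; corrector assay measuring rescue of mutant channel to the surface after 24 h compound exposure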
FN deposit inh = inhibitors of fibronectin matrix deposition, primary screen, AH1F cells, Alexa488-fibronectin fluorescence, plate reader; AH1F fibroblasts, overnight; inhibition, % at 12.6 µM; hit rate 0.086% among 350,000;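 active means mean inhibition across replicates of 30% or more, regardless of how many single replicates reach that level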;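 further: positive control wells lacked labelled fibronectin entirely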
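Assay system: AH1F fibroblasts / Quantity: 10000 cells per well / Medium: DMEM plus 2% serum, read in PBS / Reagent: labelled fibronectin 24 nM / Dosing: single dose, pinned / Times: 1 h cell attachment, overnight exposure to compound and label / Signal: fluorescence, ex 485 nm, em 525 nm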
EWS-Fli inh = EWS/Fli-driven NR0B1 reporter inhibitors, primary screen, A673 cells, NR0B1 luciferase, luminescence, MLPCN library | viability-normalised | inhibition, % at 12.6 µM | hit rate 0.67% among 350,000 | AID 651661, 2012;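 active means mean inhibition of at least 50% after viability correction, with every replicate also passing that limit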;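 further: firefly luciferase signal divided by Alamar Blue viability fluorescence both relative to DMSO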
PAX8 inh HTS = inhibitors of PAX8-driven TPO luciferase reporter, primary screen, RMG-I cells, single concentration; SteadyGlo, 24 h; inhibition, % at 12.6 µM; hit rate 1.2% among 360,000; AID 652154, 2013;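 active means mean replicate inhibition at least 60% with every replicate also reaching 60%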;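 further: luciferase light reporting Pax8 driven TPO promoter activity; plate controls were median of neutral control wells for no effect and mitoxantrone controls for full effect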
miR122 inh = miR-122 Renilla sensor signal increase in Huh7, primary screen, miR-122 inhibitor project, cell-based, single point, plate reader | Huh7 miR-122 Renilla luciferase sensor, 48 h; neutral wells = 0, positive control = 100 | activation (reporter increase), % at 12.5 µM | hit rate 0.3% among 340,000 | AID 602342, 2012;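 active means mean replicate activation score at least 90 and every replicate individually at or above 90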;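 further: higher luciferase means less miR-122 activity so hits act as miR-122 inhibitors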
DENV2 CPE = inhibitors of DENV2 cytopathic effect, primary screen, cell-based, plate reader, single concentration | CPE inhibition, % at 9.99 µM | DENV2-infected cells, cytopathic effect rescue | AID 651640, 2012 | hit rate 1.7% among 350,000; in the data active means CPE inhibition above about 20%, passing the limit was not always enough; tested in BHK-21 cells;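 further: 0% = median of neutral control wells and 100% = median of positive control wells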
INS-1E GSIS act = GLuc luminescence reporter in INS-1E cells, primary screen for activators of glucose-dependent secretion of insulin; hit rate 0.61% among 370,000; activation, % at 16.6 µM; AID 743287, 2014; INS-1E GLuc reporter insulin secretion, 2-3 h;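 active means lowest replicate activation of at least 40%, so every replicate reaches that level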;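 further: 0% = median of neutral control wells and 100% = median of IBMX positive control wells; some compounds called inactive have numbers as strong as hits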
Active calls of the source: *.

How did CCOc1ccc(Cl)cc1S(=O)(=O)N1CCN(c2ccc(C)c(C)c2)CC1 do in these assays?
miR122 inh: 36; INS-1E GSIS act: -10

Results for Cc1c(C(=O)NCC2COc3ccccc3O2)oc2ccc(S(=O)(=O)N3CC(C)CC(C)C3)cc12 (configuration not stated) ?
miR122 inh: 0; INS-1E GSIS act: -44

What do the screens show for `Cc1cccc2cc(COC(=O)c3cccnc3)c(=O)[nH]c12`?
miR122 inh: 8; INS-1E GSIS act: 29

What do the screens show for `COc1ccc(OC)c(S(=O)(=O)N(C)CC(=O)Nc2cc(Cl)ccc2OC)c1`?
miR122 inh: 2; INS-1E GSIS act: 0

Results for CCn1c(=O)cc(SCC(=O)Nc2ccc(OC)c(OC)c2)c2ccccc21 ?
miR122 inh: -5; INS-1E GSIS act: 16

How did CC1CC(C)CN(CC(=O)N2CCc3[nH]c4ccccc4c3C2)C1 (configuration not stated) do in these assays?
miR122 inh: 7; INS-1E GSIS act: 12

How did Cc1ccc2c(ccc[n+]2CC(=O)c2ccccc2)c1 do in these assays?
miR122 inh: -9; INS-1E GSIS act: 9

Results for Cn1c(=O)[nH]c(=O)c2c1nc(CN1CCN(c3ccccc3F)CC1)n2CCCc1ccccc1 ?
miR122 inh: 0; INS-1E GSIS act: 4

What do the screens show for `Cc1cnc(C(=O)OCC(=O)Nc2cccc(Cl)c2)cn1`?
miR122 inh: -2; INS-1E GSIS act: -7

How did Cc1cc(C)nc(SC(C)C(=O)N/N=C/c2cccs2)n1 (configuration not stated) do in these assays?
miR122 inh: 11; INS-1E GSIS act: 2

What do the screens show for `CCCC(C)NC(C)C(=O)NC1CCCC1` (configuration not stated)?
miR122 inh: 4; INS-1E GSIS act: 13

How did C=Cn1ccnc1P(=S)(c1ccc2c(c1)c1ccccc1n2CC)c1nccn1C=C do in these assays?
miR122 inh: 0; INS-1E GSIS act: -18

What do the screens show for `Cc1cccc(NC(=O)C2(C)CC3c4ccccc4C2c2ccccc23)c1` (configuration not stated)?
miR122 inh: -1; INS-1E GSIS act: 12

What do the screens show for `C[N+](C)(C)CCNC(=O)c1c(O)c2c([nH]c1=O)CCCC2`?
miR122 inh: 0; INS-1E GSIS act: 26

What do the screens show for `CSCC[C@H](NC(=O)OC(C)(C)C)c1nnc(SCc2ccc(F)cc2)o1`?
miR122 inh: 3; INS-1E GSIS act: -13

What do the screens show for `Cc1oc(-c2ccccc2)cc1C(=O)Nc1ccc(N(C)C)cc1`?
miR122 inh: 4; INS-1E GSIS act: -12

Results for CCOc1ccc(/C=C2/SC(=O)NC2=S)cc1 ?
miR122 inh: -4; INS-1E GSIS act: -42

Results for Cc1nc(CS(=O)c2ccc(Cl)cc2)cc(NCc2ccc(Cl)cc2Cl)n1 (configuration not stated) ?
miR122 inh: -3; INS-1E GSIS act: -15

What do the screens show for `CC(C)(O)c1cn(-c2nonc2N)nn1`?
miR122 inh: 1; INS-1E GSIS act: 7

Results for O=S(=O)(Nc1cc(C(F)(F)F)ccc1N1CCOCC1)c1ccc2ccccc2c1 ?
miR122 inh: 44; INS-1E GSIS act: -30

How did COC(=O)c1c(C)oc(C)c(C(=O)OC)c1=O do in these assays?
miR122 inh: -4; INS-1E GSIS act: -8

How did CC1=C(C(=O)OCCOc2ccccc2)C(c2ccc(C)o2)C2=C(CC(C)(C)CC2=O)N1 (configuration not stated) do in these assays?
miR122 inh: 1; INS-1E GSIS act: -19

How did Cc1occc1-c1nnc(SCC(=O)NCc2ccc3c(c2)OCO3)n1CC(C)C do in these assays?
miR122 inh: -6; INS-1E GSIS act: 1

Results for CN(C)C(=O)C[C@H]1C=C[C@@H](NC(=O)c2ccc(F)cc2)[C@@H](CO)O1 ?
F508del corr: 0.7; DENV2 CPE: 3

What do the screens show for `CC1Oc2ccccc2N(Cc2ccccc2Cl)C1=O` (configuration not stated)?
F508del corr: -2.2; EWS-Fli inh: -5

Results for Cc1ccc(CN(Cc2cccnc2)C(=O)CN2C(=O)COc3ccccc32)o1 ?
F508del corr: -0.6; EWS-Fli inh: 12

What do the screens show for `CCOC(=O)c1c(N)c(C#N)nn1-c1ccccc1C(=O)OC`?
DENV2 CPE: 10; INS-1E GSIS act: 4

How did O=C(OC1CCOC1=O)c1cc(-c2ccc(Cl)cc2)nc2ccccc12 (configuration not stated) do in these assays?
DENV2 CPE: -4; INS-1E GSIS act: 56*

How did COc1ccc(CCNC(=O)CSc2nc3c(c(=O)n(C)c(=O)n3C)n2C(C)C)cc1OC do in these assays?
DENV2 CPE: -5; INS-1E GSIS act: 13

How did CC(=O)C1C(=O)c2c(cccc2[N+](=O)[O-])C1=Nc1ccccc1C (configuration not stated) do in these assays?
DENV2 CPE: 0; INS-1E GSIS act: 16

How did CCNC(=O)[C@H]1[C@H](CO)[C@H]2Cn3c(ccc(-c4cccc(F)c4)c3=O)[C@@H]1N2C(C)=O do in these assays?
EWS-Fli inh: -1; INS-1E GSIS act: 6

How did O=C(NCc1ccccc1)[C@H]1[C@H](CO)[C@H]2Cn3c(ccc(-c4cccnc4)c3=O)[C@H]2N1Cc1cocn1 do in these assays?
EWS-Fli inh: -10; INS-1E GSIS act: 9

What do the screens show for `CC=Cc1ccc2n(c1=O)C[C@@H]1[C@@H](CO)[C@H](C(=O)NCC)N(Cc3ccccc3Cl)[C@H]21` (mixture of isomers)?
EWS-Fli inh: 3; INS-1E GSIS act: 7

What do the screens show for `O=C(NCC1CC1)[C@@H]1[C@@H](CO)[C@@H]2Cn3c(cccc3=O)[C@@H]2N1C(=O)Nc1ccccc1`?
EWS-Fli inh: 8; INS-1E GSIS act: 12

How did Nn1c(Cc2cccc3ccccc23)nnc1SC1CCOC1=O (configuration not stated) do in these assays?
FN deposit inh: -2; PAX8 inh HTS: -12

Results for CCOc1ccc(Cl)cc1S(=O)(=O)NCc1cccnc1 ?
FN deposit inh: 2; PAX8 inh HTS: 13

Reprinted at random: four compounds from above.
What do the screens show for `C[N+](C)(C)CCNC(=O)c1c(O)c2c([nH]c1=O)CCCC2`?
miR122 inh: 0; INS-1E GSIS act: 26

How did Cc1ccc2c(ccc[n+]2CC(=O)c2ccccc2)c1 do in these assays?
miR122 inh: -9; INS-1E GSIS act: 9

What do the screens show for `Cc1cccc2cc(COC(=O)c3cccnc3)c(=O)[nH]c12`?
miR122 inh: 8; INS-1E GSIS act: 29

What do the screens show for `O=C(NCC1CC1)[C@@H]1[C@@H](CO)[C@@H]2Cn3c(cccc3=O)[C@@H]2N1C(=O)Nc1ccccc1`?
EWS-Fli inh: 8; INS-1E GSIS act: 12

The list goes on.
Results for CC(C)CCNC(=O)CC1Nc2c3ccccc3nc(=S)n2C1=O (configuration not stated) ?
FN deposit inh: 4; PAX8 inh HTS: -4

What do the screens show for `COc1ccc(OCC(=O)Nc2ccc3c(c2)nc2n3CCSC2)cc1`?
FN deposit inh: -8; PAX8 inh HTS: -14

How did CCOC(=O)N1CCN(C(=O)C2COc3ccccc3O2)CC1 (configuration not stated) do in these assays?
FN deposit inh: 2; PAX8 inh HTS: 2

Results for Cc1ccccc1C(=O)Nc1ccccn1 ?
FN deposit inh: 5; PAX8 inh HTS: -69

Results for COc1cccc(-c2cc(C(F)(F)F)n3ncc(C(=O)NCC4CCCO4)c3n2)c1 (configuration not stated) ?
FN deposit inh: -1; PAX8 inh HTS: 20

Results for Cc1ccc(C(C(=O)NC2CCCC2)N(Cc2ccc(F)cc2)C(=O)c2csnn2)o1 (configuration not stated) ?
FN deposit inh: 4; PAX8 inh HTS: 10

How did Cc1ccc(-n2ncc3c(=O)n(Cc4ccccn4)cnc32)cc1C do in these assays?
FN deposit inh: 2; PAX8 inh HTS: -38

Results for CCCCSc1nnc([C@H](CC(C)C)NC(=O)OC(C)(C)C)o1 ?
FN deposit inh: 2; PAX8 inh HTS: 5

What do the screens show for `CCO/C(=C/c1sc2ccc(OC)cc2[n+]1CCCS(=O)(=O)[O-])CC`?
FN deposit inh: 1; PAX8 inh HTS: 6

Results for CCCC1(CCC)NC(=O)N(CC(=O)Nc2ccccc2OC)C1=O ?
FN deposit inh: -10; PAX8 inh HTS: 0

How did COc1cccc(/C=N/c2oc(-c3ccccc3)cc2C#N)c1O do in these assays?
FN deposit inh: 9; PAX8 inh HTS: -6

Results for Cc1ccc(NC(=O)CCn2cccc2)cc1F ?
FN deposit inh: -16; PAX8 inh HTS: -12

How did CCCC(=O)Nc1ccc(C(=O)n2nnc3ccccc32)cc1 do in these assays?
FN deposit inh: -13; PAX8 inh HTS: -11

How did O=c1cccc(-c2ccccc2)[nH]1 do in these assays?
FN deposit inh: 3; PAX8 inh HTS: 7

Results for CC(=O)Nc1ccc(NC(=O)CN(C)CCC#N)cc1 ?
FN deposit inh: 8; PAX8 inh HTS: 3

What do the screens show for `O=C(O)CSc1nnc(-c2ccncc2)n1-c1ccc(Cl)cc1`?
FN deposit inh: 1; PAX8 inh HTS: -4

How did COc1ccc(C(=O)c2cnc(/N=C/N(C)C)s2)cc1 do in these assays?
FN deposit inh: -15; PAX8 inh HTS: -44

How did CCCCNC(=O)CSc1nc2cc3c(cc2c(=O)n1CCCN(CC)CC)OCO3 do in these assays?
FN deposit inh: -15; PAX8 inh HTS: 3

Results for Cc1ccc(C)c(N2CCN(C(=O)Cn3c(=O)[nH]c4ccsc4c3=O)CC2)c1 ?
FN deposit inh: -9; PAX8 inh HTS: 5

Results for CCCCn1c(SCC(N)=O)nc2c(sc3ccccc32)c1=O ?
FN deposit inh: -1; PAX8 inh HTS: 13

What do the screens show for `O=C(Nc1ncnc2sc3c(c12)CCCCC3)c1ccccc1`?
FN deposit inh: 5; PAX8 inh HTS: 4

How did O=C(c1cccs1)N1CCN(C(=O)N2CCOCC2)CC1 do in these assays?
FN deposit inh: 1; PAX8 inh HTS: -5

Results for CCOc1ccc(NC(=O)c2cn(-c3ccc(OCC)cc3)c(=O)c3cc(OC)c(OC)cc23)cc1 ?
FN deposit inh: 0; PAX8 inh HTS: 27

What do the screens show for `COc1ccc(/C=C/C(=O)NC(=S)NNC(=O)c2cccnc2)cc1OC`?
FN deposit inh: 9; PAX8 inh HTS: 0

Results for COc1ccc(C(=O)c2ccc(OC)c(OC)c2)cc1OC ?
FN deposit inh: -10; PAX8 inh HTS: 12

Results for COc1ccc(-c2cc(C(F)(F)F)nc(-n3cc(Cl)cn3)n2)cc1 ?
FN deposit inh: 5; PAX8 inh HTS: -12

How did Cc1cccc(-c2nsc(SCC(=O)NCc3ccco3)n2)c1 do in these assays?
FN deposit inh: -8; PAX8 inh HTS: -33

How did CCSc1nc(N)c2c(C)c(C)sc2n1 do in these assays?
FN deposit inh: 11; PAX8 inh HTS: -22

What do the screens show for `COc1ccc2oc(C(=O)c3ccccc3)c(N)c2c1`?
FN deposit inh: 5; PAX8 inh HTS: -261

Results for CCCCOP(=O)(c1ccc(N(C)C)cc1)C(O)c1cccnc1 (configuration not stated) ?
FN deposit inh: 2; PAX8 inh HTS: 1

How did CNC(=O)CN(c1ccc(OC)cc1)S(=O)(=O)c1ccc(F)cc1 do in these assays?
FN deposit inh: -7; PAX8 inh HTS: -6

How did CCOC(=O)CN1NC2(CCC(C)CC2)NC1=S (configuration not stated) do in these assays?
FN deposit inh: 16; PAX8 inh HTS: 17

How did O=C1CSC(c2ccc3c(c2)OCO3)N1c1ccc(Oc2ccccc2)cc1 (configuration not stated) do in these assays?
FN deposit inh: -1; PAX8 inh HTS: 25

How did O=C(COc1ccc(Cl)cc1Cl)NCCCn1ccnc1 do in these assays?
FN deposit inh: -4; PAX8 inh HTS: -12

How did CON/C=C(\C=Nc1ccc(F)cc1)c1ncc(C(F)(F)F)cc1Cl do in these assays?
FN deposit inh: -2; PAX8 inh HTS: 26

How did CNCC(O)COc1ccccc1 (configuration not stated) do in these assays?
FN deposit inh: 12; PAX8 inh HTS: 3

Results for COCCNC(=O)COc1ccc(Nc2ccccc2)cc1 ?
FN deposit inh: 4; PAX8 inh HTS: -13

A portion of the library, so the mix of outcomes need not match the whole.
